Source: PubChem BioAssay
TRHR agonist: activates the human TRH receptor; P34981; TRHR cells, calcium flux fluo-8, FDSS agonist mode; activation, % at 2 µM; 360,000 tested, 0.18% active; further: 0% is about no effect
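Read-out: compound-evoked intracellular calcium rise in TRHR cells, fluo-8 dye, kinetic FDSS fluorescence at 1 s/cycle following a 10-cycle baseline. Cells cultured overnight before dye loading (30 min–1.5 h, RT).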
D2 antagonist: D2 dopamine receptor (human) antagonism. 340,000 tested, 2% active. HEK293 TREx D2 cells, calcium flux, dopamine EC80. AID 485344. inhibition, % at 10 µM; in the data active means inhibition above about 30%; further: 0% is about no effect
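Calcium flux kinetic readout in an inducible HEK293 TREx D2 line plated overnight at 30 C. After 180 s compound exposure, an EC80 dopamine challenge follows with another 180 s kinetic read to detect antagonism.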
D1 antagonist: blocks dopamine activation of the human D1 receptor. activity change, negative = inhibition, % at 10 µM. P21728. HEK293 TREx D1 cells, calcium flux, dopamine EC80; active compounds read low. 360,000 tested, 3.2% active; in the data active means activity change below about -30%; further: on the % scale 0 is the no-effect control and ±100 the full control effect
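Inducible Hek293 Trex D1 cells (tetracycline, overnight, 30 C). Calcium dye 30–90 min RT. Antagonist mode: EC80 dopamine added after 180 s compound read.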
RXFP1 antag: antagonists of human relaxin receptor RXFP1 | HEK293-RXFP1, relaxin-stimulated cAMP HTRF, 30 min; active compounds read low | AID 1259400 | activity change, negative = inhibition, % at 57.5 µM | 350,000 tested, 0.59% active;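 active means activity change of -60% or lower, but not beyond a set lower limit; inconclusive means change between -60% and -40%, or beyond the set limit; inactive means change above -40%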; further: on the % scale 0 is the no-effect control and ±100 the full control effect
Target sequence (Q9HBX9 whole entry, looked up): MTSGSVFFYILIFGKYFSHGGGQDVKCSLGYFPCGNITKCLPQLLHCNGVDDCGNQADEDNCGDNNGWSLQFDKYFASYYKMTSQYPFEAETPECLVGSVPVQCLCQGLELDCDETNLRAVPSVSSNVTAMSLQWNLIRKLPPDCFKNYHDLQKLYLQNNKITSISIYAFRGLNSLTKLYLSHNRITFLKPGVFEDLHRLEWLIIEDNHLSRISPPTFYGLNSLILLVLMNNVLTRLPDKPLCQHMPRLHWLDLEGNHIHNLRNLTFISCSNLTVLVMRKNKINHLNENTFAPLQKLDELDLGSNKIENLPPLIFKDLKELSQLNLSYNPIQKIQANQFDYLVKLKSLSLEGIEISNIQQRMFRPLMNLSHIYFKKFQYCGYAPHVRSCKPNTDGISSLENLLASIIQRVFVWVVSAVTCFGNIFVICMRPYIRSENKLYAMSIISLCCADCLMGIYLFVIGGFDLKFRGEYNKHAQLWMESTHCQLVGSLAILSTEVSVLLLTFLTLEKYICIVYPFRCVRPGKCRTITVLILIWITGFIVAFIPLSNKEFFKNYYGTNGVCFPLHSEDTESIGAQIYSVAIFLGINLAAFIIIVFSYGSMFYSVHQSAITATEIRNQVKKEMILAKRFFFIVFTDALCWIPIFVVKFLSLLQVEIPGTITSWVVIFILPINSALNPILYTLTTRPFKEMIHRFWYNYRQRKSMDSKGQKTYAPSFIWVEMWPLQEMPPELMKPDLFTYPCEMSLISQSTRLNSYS
D1 agonist: human D1 receptor agonism; HEK293 T-REx D1 cells, calcium flux, agonist mode; activation, % at 2 µM; 360,000 tested, 1% active; AID 504660; further: 0% is about no effect
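Agonism was scored from calcium flux recorded over 180 s (1 read/s) after pintool compound addition, following a 10-cycle baseline. Cells were inducible force-coupled HEK293 TREx D1, plated overnight at 30 C and loaded with no-wash calcium dye.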
D2 potentiator: D2 dopamine receptor (human) potentiation; P14416; HEK293 T-REx D2, calcium flux, EC20 dopamine potentiation; potentiation, % at 10 µM; 340,000 tested, 0.34% active; AID 485347;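 active means potentiation over 3 SD above the plate norm, cut at about 30% in these data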; further: 0% is about no effect
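Tetracycline-induced Hek293 Trex D2 cells, force-coupled to calcium, loaded with no-wash calcium dye. Compound added with 180 s kinetic read for agonism, then EC20 dopamine and a further 180 s read for potentiation.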
TRHR enhancer: allosterically enhances the human TRH receptor; P34981; TRHR cells, fluo-8 calcium fluorescence, EC20 TRH enhancement; enhancement, % at 2 µM; 360,000 tested, 0.66% active; AID 493056; in the data active means enhancement above about 30%; further: 0% is about no effect
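Enhancer read-out: after compound pinning and an initial kinetic agonist-mode read, an EC20 of TRH (10 nM final) was injected and fluo-8 calcium signal (Ex 480/Em 530) followed at 1 s/cycle for 100 cycles in TRHR-expressing cells.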
D2 agonist: activates the human D2 dopamine receptor; P14416; HEK293 T-REx D2 cells, calcium flux agonist mode; 340,000 tested, 0.53% active; activation, % at 2 µM; AID 485358;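 active means activation over 3 SD above normal in the single-dose calcium agonist read, cut at about 30% in these data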; further: 0% is about no effect
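Tetracycline-induced HEK293 T-REx cells with force-coupled D2 receptor, plated overnight at 30 C, loaded with no-wash calcium dye. After a 10 s baseline, compound was pin-added and calcium flux read kinetically for 180 s; calcium rises flagged agonists.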
D1 potentiator: human D1 dopamine receptor positive modulation; P21728; HEK293 TREx D1 cells, calcium flux, dopamine EC20 potentiation; potentiation, % at 10 µM; 360,000 tested, 0.036% active; in the data active means potentiation above about 30%; further: 0% is about no effect
The depositor's hits bear a star; ? = inconclusive; / = not tested or not shown; & = joins results of further samples. Unless noted, no stated cut-off is given here; in the data, active means activation above about 30%; inactive means the rest.

SMILES	TRHR agonist	D2 antagonist	D1 antagonist	RXFP1 antag	D1 agonist	D2 potentiator	TRHR enhancer	D2 agonist	D1 potentiator
O=C1c2ccccc2C(Nc2cccnc2)N1Cc1ccccc1 (stereo not drawn)	0.2	-7	-8	3	1	21	2	-0.6	-2
CSc1ncc(Cl)c(C(=O)Nc2c(C(=O)Nc3cccc(C)c3)oc3ccccc23)n1	0.0	/	-2	/	-1	-10	-4	1.4	0
Cc1ccc(CNc2nc(Cl)c(C#N)s2)cc1	2.0	12	-6	-1	11	-6	7	0.0	-2
CCOn1c(=O)c(-c2cccc3ccccc23)[n+]([O-])c2ccccc21	0.4	12	-9	-4	0	10	6	1.0	-2
Cc1ccc(NC(=O)NC2CCCCCCC2)cc1C	1.4	0	-19	-1	6	-5	7	-0.4	-14
CCOC(=O)CSc1nc2ccccc2c(=O)n1-c1ccc(C(=O)NCCOC)cc1	0.3&-0.2	-7	5&16	-2&20	1&1	4&24	2&27	0.5&-1.7	1&-11
Cc1ccc(NC(=O)C(=O)NCC(c2ccc3c(c2)OCO3)N2CCN(C)CC2)c(C)c1 (stereo not drawn)	0.8	/	10	-3	5	-7	-1	0.4	-4
CN(C)c1ccc(C(C(=O)NC2CCCC2)N(Cc2cccnc2)C(=O)c2snc(C(N)=O)c2N)cc1 (stereo not drawn)	0.0	0	6	1	0	/	-2	-2.4	3
CCc1nc2ccccc2c(C(=O)Oc2ccc(C(=O)OC)cc2)c1C	-0.4	-1	-10	-1	3	-3	-6	-1.0	-6
CC(C)c1ccccc1NC(=O)COC(=O)CCN1C(=O)/C(=C\C=C\c2ccccc2)SC1=S	1.9	6	-6	-27	6	-9	4	1.0	-4
Cc1ccc(C)c(-c2[nH]c3c(c2-c2c(-n4cccc4)n(C)c(=O)[nH]c2=O)c(=O)[nH]c(=O)n3C)c1	0.7	/	-12	/	-1	-10	1	/	0
O=C(CN1C(=O)C2C3C=CC(C3)C2C1=O)Nc1ccc(S(=O)(=O)Nc2nccs2)cc1 (stereo not drawn)	-1.8	1	4	1	6	15	5	-2.1	-4
Cc1cccc(Cn2cnc3c(oc4ccccc43)c2=O)c1	0.2	/	7	4	4	-5	-1	-1.7	-2
COCCNC(=O)C(c1ccc(F)cc1)N(C(=O)CCC(=O)Nc1ccccn1)C1CCCCC1 (stereo not drawn)	0.6	-5	-12	9	2	3	2	0.5	0
Cc1ccc(Cn2c(CN3CCC(C(=O)NCC(C)c4ccccc4)CC3)cc3ccccc32)cc1 (stereo not drawn)	0.4	/	-6	-7	3	4	-1	/	-5
N#Cc1cnc2cc(-c3ccccc3)nn2c1N	0.1	10	-14	1	0	5	6	-0.3	2
CC(C)C(=O)NC(Nc1cccc([N+](=O)[O-])c1)C(Cl)(Cl)Cl (stereo not drawn)	-0.4	-21	-5	-5	4	1	0	0.0	-3
Cc1cccn2c(=O)c3cc(C(=O)NCC4CCCO4)c(=N)n(C4CCCCC4)c3nc12 (stereo not drawn)	-1.1	-4	-9	-1	-3	10	-1	0.7	-2
CCOC(=O)C1Cn2c(nc3c(c2=O)C(C)(C)Cc2ccccc2-3)S1 (stereo not drawn)	-0.5	-16	-12	-13	5	10	-5	0.9	-9
COc1ccc(CNC(=O)c2c[nH]c3ccccc3c2=O)cc1	0.0	9	-16	1	3	3	0	0.7	-1
CCOc1ccccc1C(=O)N(C)Cc1cc2cc(OC)ccc2[nH]c1=O	-1.0	6	0	2	1	12	-6	-0.2	3
O=C(OCC1OC(n2ccc(=O)[nH]c2=O)C(O)C1OC(=O)c1ccccc1)c1ccccc1 (stereo not drawn)	0.4	/	4	-7	2	/	2	/	1
CCn1c(=O)cc(OCC(=O)N(C)C2CCCCC2)c2ccccc21	0.3	1	-7	-4	-1	0	1	-1.1	6
O=C(Nc1cccc(-c2nc3ccccc3s2)c1)c1cc(=O)c2ccccc2o1	-0.5	7	4	-2	1	5	3	0.0	1
CCOc1cccc(NC(=O)C2CC(=O)N(C)C2)c1 (stereo not drawn)	0.2	-4	0	-3	4	-1	-1	0.2	-2

(more compounds)
SMILES	TRHR agonist	D2 antagonist	D1 antagonist	RXFP1 antag	D1 agonist	D2 potentiator	TRHR enhancer	D2 agonist	D1 potentiator
COc1ccc(CC(=O)NNC(=O)c2cccs2)cc1	0.1	8	1	6	3	5	-1	2.9	0
CCCCCCN(C(=O)CCl)c1ccccc1	0.2	-1	-18	-6	3	0	5	-0.3	-8
Fc1ccc(Oc2ccc3nnc(C(F)(F)F)n3n2)cc1	-0.3	17	-11	4	3	6	-2	-0.6	-3
O=C(c1ccc(Cl)cc1)N1CCN(c2ccnc3cc(Cl)ccc23)CC1	-0.3	-13	-55*	-20	2	15	10	-0.8	-15
Oc1ccc2ccccc2c1C=NC1CCCCC1	-0.9	-13	-2	-18	1	-4	3	0.3	2
CCN1CCN(CCCNC(=O)CCC(=O)N2CC(C)Oc3ccc(C)cc32)CC1 (stereo not drawn)	0.4	14	-8	0	6	-2	4	-0.2	4
COc1ccc(NC(=O)c2ccc([N+](=O)[O-])cc2[N+](=O)[O-])c(OC)c1	0.2	16	7	2	2	-2	20	5.2	-1
CCC(=O)N1CCN(c2ccc(NC(=O)c3ccc4ccccc4c3)cc2)CC1	-0.8	-11	21	-5	0	10	10	0.4	/
Cc1c(-n2c(O)c(C3=c4ccccc4=NC3=O)sc2=O)c(=O)n(-c2ccccc2)n1C	-0.9	-1	4	-11	1	0	-2	3.4	-1
CCOc1ccc2ccccc2c1/C=N/NC(=O)CNC(=O)c1ccccc1F	-2.5	7	-5	-31	3	-9	2	-1.7	-10
CCOC(=O)C1CCN(C(=O)c2ccc(OC3CCN(C(=O)CCOC)CC3)cc2)CC1	0.5	1	-3	3	-1	5	-6	-0.6	-1
O=[N+]([O-])c1ccc(Cl)cc1N/N=C/c1ccncc1	0.5	-3	-1	5	2	4	12	1.7	0
COCc1c(C(=O)OCC(=O)N2CCCC2=O)oc2ccccc12	0.2	/	17	5	0	/	-8	/	-1
CCOc1ccc(Br)cc1C(=O)N/N=C/c1cccc(C)n1	0.1	-2	13	11	4	13	-7	-0.4	2
CCc1ccc(/C=C2\SC(=S)N(CCCC(=O)Nc3ccc(C(=O)O)cc3)C2=O)cc1	0.2	13	-1	-20	23	0	7	-1.0	1
Cc1ccccc1CNCCCSc1ncccn1	-0.1	0	-6	-6	3	-8	2	1.9	1
CC(=O)Nc1ccc(S(=O)(=O)N(C)CC(=O)OC(C)C(=O)NC2CCCC2)cc1 (stereo not drawn)	-0.5	0	1	-14	0	-7	-7	0.4	-3
Cc1ccc(-n2nc(C(=O)Nc3ccc(F)cc3F)c3c4ccccc4n(C)c3c2=O)cc1	0.3	/	0	2	0	5	4	-0.3	5
CCc1cccc(C)c1NC(=O)CSc1nnc(-c2cc3cc(Br)ccc3o2)n1CC	-0.8	-11	-5	7	2	/	-1	1.0	-5
CC(=O)Nc1ccc(S(=O)(=O)N2C3CCCC2CC(NC(=O)C2CCCCC2)C3)cc1 (stereo not drawn)	-1.9	-2	-1	-7	2	11	25	0.4	0
COC(=O)N1CCCc2cc(C)ccc21	-0.1	8	6	-6	-2	0	0	0.8	-1
O=C(Nc1ccc(-c2cc3ccccc3oc2=O)c(Cl)c1)c1cccnc1	0.2	-3	-9	-5	0	-12	2	1.1	0
CSc1ncccc1C(=O)N1CCN(S(=O)(=O)c2ccccc2)CC1	0.0	4	-5	13	4	5	-15	0.7	/
CCC(C)N=C1Sc2nc3ccc(C)cc3cc2CN1CCOC (stereo not drawn)	1.5	14	-10	?	7	5	3	1.2	-3
CNc1nnc(-c2cc3cc(Cl)ccc3oc2=O)s1	5.2	-4	0	-7	15	-2	16	4.0	-6

A portion from the list above, as a working copy:
SMILES	TRHR agonist	D2 antagonist	D1 antagonist	RXFP1 antag	D1 agonist	D2 potentiator	TRHR enhancer	D2 agonist	D1 potentiator
Cc1ccc(NC(=O)NC2CCCCCCC2)cc1C	1.4	0	-19	-1	6	-5	7	-0.4	-14
CCOC(=O)CSc1nc2ccccc2c(=O)n1-c1ccc(C(=O)NCCOC)cc1	0.3&-0.2	-7	5&16	-2&20	1&1	4&24	2&27	0.5&-1.7	1&-11
Cc1ccc(NC(=O)C(=O)NCC(c2ccc3c(c2)OCO3)N2CCN(C)CC2)c(C)c1 (stereo not drawn)	0.8	/	10	-3	5	-7	-1	0.4	-4
CN(C)c1ccc(C(C(=O)NC2CCCC2)N(Cc2cccnc2)C(=O)c2snc(C(N)=O)c2N)cc1 (stereo not drawn)	0.0	0	6	1	0	/	-2	-2.4	3
CCc1nc2ccccc2c(C(=O)Oc2ccc(C(=O)OC)cc2)c1C	-0.4	-1	-10	-1	3	-3	-6	-1.0	-6
CC(C)c1ccccc1NC(=O)COC(=O)CCN1C(=O)/C(=C\C=C\c2ccccc2)SC1=S	1.9	6	-6	-27	6	-9	4	1.0	-4
Cc1ccc(C)c(-c2[nH]c3c(c2-c2c(-n4cccc4)n(C)c(=O)[nH]c2=O)c(=O)[nH]c(=O)n3C)c1	0.7	/	-12	/	-1	-10	1	/	0
O=C(CN1C(=O)C2C3C=CC(C3)C2C1=O)Nc1ccc(S(=O)(=O)Nc2nccs2)cc1 (stereo not drawn)	-1.8	1	4	1	6	15	5	-2.1	-4
Cc1cccc(Cn2cnc3c(oc4ccccc43)c2=O)c1	0.2	/	7	4	4	-5	-1	-1.7	-2

More compounds
SMILES	TRHR agonist	D2 antagonist	D1 antagonist	RXFP1 antag	D1 agonist	D2 potentiator	TRHR enhancer	D2 agonist	D1 potentiator
C/C=C(\C)C(=O)O[C@H](c1cc2ccc(=O)oc2cc1OC)[C@@H](O)C(C)(C)O	0.0	-14	-5	/	0	-10	0	-0.1	1
CC1(C(=O)NCc2ccc(Cl)c(Cl)c2)Oc2cccnc2NC1=O (stereo not drawn)	5.8	-3	-22	-10	32*	3	6	3.9	-6
CCn1nc(C)c(CNC(=O)CCc2nnc(-c3ccc(C(C)=O)s3)o2)c1C	0.1	0	16	-2	3	-17	1	-0.5	-2
O=C(NCCCc1ccncc1)C1CCC(=O)N(CCc2cccc(F)c2)C1 (stereo not drawn)	0.0	2	4	2	0	8	-1	0.1	2
O=C(CN1CCCC1c1cccs1)N1CCN(S(=O)(=O)c2ccccc2)CC1 (stereo not drawn)	-0.2	-7	21	-4	0	5	14	-0.3	3
CCOC(=O)N1CCN(C(=O)c2cc(COc3cccc(C(C)=O)c3)on2)CC1	-0.2	7	5	-16	0	-2	-1	-0.1	-9
Cc1cc(C)c2nc(-c3ccccn3)cc(C(=O)NCc3ccco3)c2c1	-0.2	/	3	-10	0	/	1	/	0
COc1cc(/C=C2\SC(c3ccc(C)cc3)=NC2=O)ccc1O	6.8	32*	3	-28	12	-4	2	3.6	-2
CCCN1C2CCCC1CC(NC(=O)c1ccccc1Br)C2 (stereo not drawn)	0.1	5	-17	-6	2	-2	5	-0.2	-8
Cn1c(=O)oc2cc(S(=O)(=O)N3CCC(C(=O)N4CCN(c5ccc(Cl)cc5)CC4)CC3)ccc21	0.1	/	-18	/	8	4	-4	0.1	-3
O=C(Nc1cccc(F)c1)N1CCC(n2c(=O)[nH]c3ccccc32)CC1	0.4	-7	21	-26	3	-23	6	0.0	4
O=C(NCCc1ccccc1)c1ccc2c(c1)S(=O)(=O)c1cc(Cl)ccc1C2=O	-0.5	-16	-20	/	1	16	2	0.6	-6
